Screening results: PubChem BioAssay, several laboratories
Mtb FBA inh – Mtb FBA enzyme inhibitors, primary screen, biochemical, fluorescence, strain H37Rv. inhibition, % at 1 µM. 360,000 tested, 2.3% active. purified M. tuberculosis FBA, fluorescence read-out. AID 588726, 2011; in the data active means inhibition above about 27%;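 further: 0% = vehicle and 100% = reference inhibitor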
Target sequence (P9WQA3 whole entry, looked up): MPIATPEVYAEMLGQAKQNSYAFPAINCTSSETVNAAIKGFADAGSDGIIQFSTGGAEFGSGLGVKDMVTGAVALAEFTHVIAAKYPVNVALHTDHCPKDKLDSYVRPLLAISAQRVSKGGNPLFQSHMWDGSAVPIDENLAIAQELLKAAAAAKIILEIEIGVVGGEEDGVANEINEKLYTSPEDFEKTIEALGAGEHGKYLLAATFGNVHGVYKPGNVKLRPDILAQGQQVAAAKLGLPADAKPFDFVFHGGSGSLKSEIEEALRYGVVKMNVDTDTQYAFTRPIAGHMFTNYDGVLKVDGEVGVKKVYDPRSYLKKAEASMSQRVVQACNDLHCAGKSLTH
VHR inh abs – VHR1 phosphatase inhibitors, primary screen, biochemical, absorbance, uHTS | recombinant VHR phosphatase, pNPP absorbance | inhibition, % at 13.3 µM | 290,000 tested, 0.52% active; in the data active means inhibition above about 50%; further: some compounds called inactive have numbers as strong as hits
Target sequence (P51452 whole entry, looked up): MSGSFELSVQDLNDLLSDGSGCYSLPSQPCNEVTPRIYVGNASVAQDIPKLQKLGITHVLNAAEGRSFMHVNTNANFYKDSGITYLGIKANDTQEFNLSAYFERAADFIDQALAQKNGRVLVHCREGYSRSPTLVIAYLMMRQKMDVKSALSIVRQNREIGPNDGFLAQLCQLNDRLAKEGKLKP
Mtb BioA inh – M. tuberculosis BioA enzyme inhibitors, primary screen, biochemical, plate reader, single point, HTS; 7,8-diaminopelargonic acid synthase BioA (Mycobacterium tuberculosis); purified M. tuberculosis BioA enzyme; inhibition, % at 9.99 µM; 360,000 tested, 0.096% active; AID 602481, 2012; in the data active means inhibition above about 40%; inconclusive means no clear call, values can overlap the other calls
Rv3671c protease – Rv3671c serine protease inhibitors, primary screen, biochemical, fluorescence polarization, M. tuberculosis H37Rv; P9WHR9; AID 2606, 2010; 320,000 tested, 0.048% active; inhibition, % at 5.96 µM; in the data active means inhibition above about 38%;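 further: extracellular domain of Rv3671c used as enzyme; 0% = enzyme with DMSO and 100% = no enzyme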
FadD28 binding – inhibitors of FadD28 bisubstrate probe binding, primary screen, biochemical, fluorescence polarization, single point. Mycobacterium tuberculosis FadD28 fatty-acid-AMP ligase. inhibition, % at 12.5 µM. 360,000 tested, 0.22% active; in the data active means inhibition above about 8.5%, passing the limit was not always enough; inconclusive means no clear call, values can overlap the other calls
BoNT-F LC inh – BoNT/F light chain protease inhibitors, primary screen, biochemical, flow cytometry, MLPCN library; inhibition, % at 10 µM; AID 588497, 2011; Multiplex microsphere protease cleavage assay; Botulinum neurotoxin type F light chain protease (Clostridium botulinum); 360,000 tested, 0.22% active; in the data active means inhibition above about 35%, passing the limit was not always enough; inconclusive means no clear call, values can overlap the other calls; further: plate controls were buffer without enzyme for full effect and enzyme alone for no effect
GDH-TPI counter – GDH-TPI coupling enzyme inhibitors, primary screen, artefact control for M. tuberculosis FBA inhibitor project, biochemical, absorbance, full deck; inhibition, % at 4.8 µM; GDH-TPI coupled enzyme counterscreen, NADH absorbance; 360,000 tested, 1.2% active;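 further: 0% = DMSO wells and 100% = wells lacking the enzyme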
UGM FP inh – M. tuberculosis UGM enzyme inhibitors, primary screen, biochemical, fluorescence polarization, single point. inhibition, % at 10 µM. AID 504406, 2011. 320,000 tested, 0.06% active. purified UGM, fluorescence polarization probe displacement. UDP-galactopyranose mutase (Mycobacterium tuberculosis (strain ATCC 25618 / H37Rv)), …; in the data active means inhibition above about 10%, passing the limit was not always enough; inconclusive means no clear call, values can overlap the other calls
Target sequence (P9WIQ1 whole entry, looked up): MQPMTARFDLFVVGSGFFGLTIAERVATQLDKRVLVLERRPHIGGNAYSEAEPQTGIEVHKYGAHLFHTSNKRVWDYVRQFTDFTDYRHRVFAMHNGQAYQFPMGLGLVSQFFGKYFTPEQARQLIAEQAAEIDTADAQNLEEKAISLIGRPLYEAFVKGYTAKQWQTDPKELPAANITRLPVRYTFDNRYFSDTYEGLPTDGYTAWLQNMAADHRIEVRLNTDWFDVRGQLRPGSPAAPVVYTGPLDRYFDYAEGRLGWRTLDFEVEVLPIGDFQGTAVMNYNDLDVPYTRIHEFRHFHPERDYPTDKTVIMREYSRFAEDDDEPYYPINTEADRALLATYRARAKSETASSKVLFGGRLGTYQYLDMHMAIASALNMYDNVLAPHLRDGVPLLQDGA
MazF activator – activators of E. coli MazEF toxin-antitoxin RNase, primary screen, biochemical, fluorescence, uHTS. Endoribonuclease toxin MazF (Escherichia coli (strain K12)), P0AE70. FAM/BHQ RNA-DNA oligo cleavage fluorescence, 5 h. activation, % at 20 µM. 350,000 tested, 0.32% active. AID 504720, 2011; in the data active means activation above about 50%
Target sequence (P0AE70 whole entry, looked up): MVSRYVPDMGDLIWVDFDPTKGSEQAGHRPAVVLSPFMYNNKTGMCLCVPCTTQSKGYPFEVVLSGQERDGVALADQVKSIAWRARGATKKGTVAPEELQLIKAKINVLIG
CCHF vOTU inh – CCHFV vOTU protease inhibitors, primary screen, biochemical, Pep-AMC substrate, fluorescence; Crimean-Congo hemorrhagic fever virus L polyprotein viral ovarian tumor (vOTU) protease …; inhibition, % at 11.5 µM; 370,000 tested, 0.55% active; further: 0% = vehicle wells with enzyme and 100% = no enzyme wells
Numbers without * were called inactive; ? = inconclusive; / = not tested or not shown. Unless noted, no stated cut-off is given here; in the data, active means inhibition above about 30%; inactive means the rest.

#	molecule	Mtb FBA inh	VHR inh abs	Mtb BioA inh	Rv3671c protease	FadD28 binding
1	CCC(=O)N1CCN(c2nc3ccccc3s2)CC1	6	28	/	6	-1.7
2	COc1ccc(CC(N)c2csc(Nc3cccc(OC)n3)n2)cc1 (configuration not stated)	-4	/	-1.0	/	-8.3
3	COCc1cc(=O)[nH]c(Nc2nc3ccccc3o2)n1	0	32	-0.6	4	-1.7
4	COc1ccc(NC(=O)/C(C#N)=C/c2c(C)nn(-c3ccc(F)cc3)c2Cl)cc1Cl	-1	10	-0.1	-13	1.1
5	CC(C)(C)c1ccc(S(=O)(=O)NCCN2CCOCC2)cc1	1	/	-1.2	/	-0.7
6	O=C(NNC(=O)c1ccncc1)Nc1ccc([N+](=O)[O-])cc1	-2	3	/	-14	-0.3
7	O=C(COC(=O)/C=C/c1ccccc1Cl)NC1CCCC1	0	/	-0.8	-6	-3.2
8	O=C(CNS(=O)(=O)c1ccc2c(c1)OCCCO2)N1CCN(c2ccc(F)cc2)CC1	4	/	-0.1	-4	-2.4
9	O=[N+]([O-])c1cccc2c([N+](=O)[O-])cccc12	0	/	-1.1	12	-0.3
10	COc1ccccc1NC(=O)CSc1nnc(-c2ccoc2C)n1C	1	8	0.9	6	-1.9
11	COc1ccc(S(=O)(=O)N(C)CC(=O)Nc2ccccc2OC)cc1C	-3	-5	0.8	-1	-2.9
12	COc1ccc(Nc2oc(-c3ccco3)nc2S(=O)(=O)c2ccc(F)cc2)cc1	-1	3	-0.5	-10	-0.3

#	BoNT-F LC inh	GDH-TPI counter	UGM FP inh	MazF activator	CCHF vOTU inh
1	5	-5	1.0	1	0
2	-18	8	/	/	-4
3	8	25	3.5	-8	7
4	3	22	0.2	-8	11
5	3	3	/	11	-7
6	-3	22	-2.6	8	11
7	-7	-6	-1.3	3	18
8	2	7	0.4	8	-1
9	8	8	-0.5	0	15
10	4	-2	0.9	7	7
11	-10	2	0.7	7	8
12	-1	4	0.4	3	-6

(continued)
#	molecule	Mtb FBA inh	VHR inh abs	Mtb BioA inh	Rv3671c protease	FadD28 binding
13	COc1ccc(-n2c(Cc3cccn3C)nnc2SCC(=O)Nc2ccc(Cl)cc2)cc1	-2	-2	-1.2	-6	3.3
14	C[C@@]12C(=O)Nc3ccc(Br)cc3C(=O)N1[C@H]1c3cc(Br)ccc3OC[C@@H]1[C@@H]2c1ccccc1	-1	/	-1.2	-98	-4.5
15	O=C(OCC(=O)c1ccc[nH]1)c1ccc(Cl)c(Cl)c1	-1	/	-1.4	7	0.3
16	O=C(CSc1nnc(-c2ccco2)n1Cc1ccccc1)c1ccccc1	0	32	2.3	-2	-6.5
17	CCOC(=O)c1sc(NC(=S)NC(=O)c2ccco2)nc1C	1	0	-0.1	-11	-1.7
18	COc1ccc(NC(=O)C2Cc3c(-c4ccc(Cl)cc4)ccnc3O2)cc1OC (configuration not stated)	-3	/	1.4	/	-3.3
19	COCCCNCCOCCSc1ccc(Cl)cc1	0	0	-0.9	-4	-0.5
20	COc1ccc(CNC(=O)/C(C#N)=C/c2cccc(OC)c2OC)cc1	3	17	-0.9	11	-0.8
21	CC(C)(C)NC(=O)C(c1cccnc1)N(C(=O)c1csnn1)c1ccccc1 (configuration not stated)	-3	21	-0.6	0	-3.8
22	COc1nc(Oc2ccc(C(=O)O)cc2)nc(Oc2ccc(C(=O)O)cc2)n1	2	12	/	1	-0.3
23	COC(=O)c1ccc(NC(=O)CSc2nnc(CNc3ccc(F)cc3)n2C)cc1	2	10	6.0	1	-1.6
24	CCOC(=O)CNC(=O)CSc1nnc(-c2ccco2)n1N	2	7	-1.3	-2	-2.3

#	BoNT-F LC inh	GDH-TPI counter	UGM FP inh	MazF activator	CCHF vOTU inh
13	-7	-1	0.4	4	2
14	0	-3	-1.5	-6	-1
15	-10	10	-2.3	6	-4
16	-1	-4	-1.2	10	8
17	1	35*	-0.4	-6	10
18	4	-5	/	/	-4
19	0	4	/	-5	-9
20	-8	7	-1.1	5	-7
21	-11	-7	-1.1	4	-8
22	-7	3	1.0	1	-3
23	-4	-4	2.1	-6	-17
24	8	-2	1.0	-2	2

Later entries.
#	molecule	Mtb FBA inh	VHR inh abs	Mtb BioA inh	Rv3671c protease	FadD28 binding
25	CC(=O)OC(C=C(C)C)C/C(C)=C/COc1c2ccoc2cc2oc(=O)ccc12 (configuration not stated)	8	/	-3.7	/	-0.4
26	S=c1cn[nH]c2ccccc12	-1	/	-0.9	/	0.5
27	Cc1ccc(OCC(=O)N/N=C/c2ccc([N+](=O)[O-])o2)cc1	2	22	13	-17	-0.6
28	Cc1c(C)c2ccc(OC(C)C(=O)N3CC[C@@]4(O)CCCC[C@H]4C3)c(C)c2oc1=O (some centres not stated)	69*	20	8.9	-4	-5.5
29	O=C(c1cc(Cl)ccc1[N+](=O)[O-])N1CCc2ccccc2C1	-3	5	/	-8	-3.9
30	CCc1ccc(OCC(=O)N(Cc2ccccc2)C2CCS(=O)(=O)C2)cc1 (configuration not stated)	5	17	1.1	-4	0.9
31	O=C(CNC(=O)c1ccccc1F)NNC(=O)c1ccccc1O	10	/	-0.3	18	-2.3
32	CCOC(=O)c1ccc(S(=O)(=O)N2CCN(CCC#N)CC2)cc1	0	32	0.0	-2	-2.5
33	CN(C)C(=O)CSc1nnc(NC(=O)CCc2ccccc2)s1	-3	20	/	0	-1.1
34	CCCC(C)NC(=O)COc1ccc(Sc2ccc(OCC(=O)NC(C)CCC)cc2)cc1 (configuration not stated)	0	13	/	-5	-0.5
35	CCCSc1sc(C(=O)OC)c(-c2cccs2)c1C#N	/	1	/	5	/
36	CCOC(=O)C1CCCN(C(=O)CCNS(=O)(=O)c2cc(Br)cnc2N)C1 (configuration not stated)	3	-14	0.6	2	-4.2

#	BoNT-F LC inh	GDH-TPI counter	UGM FP inh	MazF activator	CCHF vOTU inh
25	3	18	/	-10	7
26	2	10	/	5	10
27	-2	18	0.0	-1	16
28	-8	9	-1.6	3	-24
29	-2	-3	0.2	3	-3
30	-5	3	-0.5	3	-16
31	-12	-2	/	2	-9
32	-6	2	0.0	-3	7
33	?	1	-0.6	-4	-1
34	30	7	/	-2	-14
35	/	/	-0.6	-3	0
36	-1	4	-3.2	4	-3

The results go on.
#	molecule	Mtb FBA inh	VHR inh abs	Mtb BioA inh	Rv3671c protease	FadD28 binding
37	Cc1cccc(NC(=O)N(C)Cc2cccs2)c1	-13	12	-1.3	-10	-2.6
38	O=C1C=C(c2ccc(-c3ccccc3)c(F)c2)C[C@@H](c2ccc3c(c2)OCO3)C1	1	/	-0.6	-9	-2.1
39	CCCC(=O)NCC(c1cccs1)S(=O)(=O)c1ccc(Cl)cc1 (configuration not stated)	4	8	/	-11	2.2
40	COC(=O)C1=C(C(=O)OC)[N+]2=C3N(C(=O)NC2(C)C)[C@H](CO)C[C@@]32c3ccccc3N(Cc3ccccc3)[C@@H]12	4	/	-2.2	-2	-0.7
41	CCOC(=O)CC1COCCN1Cc1cn[nH]c1-c1ccc2c(c1)OCO2 (configuration not stated)	2	34	-1.6	6	-1.4
42	Cc1ccc(N2CN=C3SCC(=O)N3C2)cc1C	1	34	0.0	1	-1.1
43	O=C(CN1CCN(c2ccccn2)CC1)Nc1ccc([N+](=O)[O-])cc1C(=O)Nc1ccccc1F	-1	18	1.0	-13	-1.5
44	CC(=O)C1=C(O)C(=O)N(c2ccc(Br)cn2)C1c1cccc([N+](=O)[O-])c1 (configuration not stated)	-1	/	/	11	-5.0
45	Cc1ccc(NC(=O)c2cc(-c3ccccc3)n[nH]2)cc1	1	-3	0.8	/	-0.9
46	COc1ccc(CCn2c(O)c(C=NCc3cccnc3)c(=O)[nH]c2=O)cc1OC	-1	6	2.4	6	-2.8
47	Cn1c(C(=O)NCCCN2CCN(c3ccccc3F)CC2)cc2c(=O)n(C)c3ccccc3c21	12	-4	-2.8	3	-0.4
48	COc1ccc(OCC(O)CNC(=O)Nc2ccccc2)cc1 (configuration not stated)	2	33	0.7	4	-1.0

#	BoNT-F LC inh	GDH-TPI counter	UGM FP inh	MazF activator	CCHF vOTU inh
37	?	-7	-3.9	6	7
38	-6	5	2.4	-11	4
39	-4	0	0.8	9	21
40	0	15	-0.4	-10	-2
41	-6	1	-1.7	-7	-4
42	3	6	1.4	7	22
43	-9	7	4.7	-3	6
44	-6	20	0.1	-6	10
45	?	1	3.6	-1	-1
46	8	-4	0.1	-3	0
47	-4	5	3.7	-4	10
48	/	1	0.1	2	-5

Further structures.
#	molecule	Mtb FBA inh	VHR inh abs	Mtb BioA inh	Rv3671c protease	FadD28 binding
49	O=C(NCc1cccc(Cl)c1)c1ccc(S(=O)(=O)Nc2cccc(C(F)(F)F)c2)cc1	-2	-7	3.1	-84	-4.0
50	CSCCC(NC(=O)COc1ccccc1)C(=O)OCC(=O)c1cc2ccccc2o1 (configuration not stated)	3	19	11	-7	-0.9
51	O=C(CCCN1C(=O)CCC1=O)Nc1ccc(Br)cc1F	-6	35	-1.0	0	-3.7
52	CCC(CC)C(=O)Nc1cccc(C(=O)Nc2ccc3c(c2)OCO3)c1	3	13	0.3	-2	-1.7
53	Cc1ccc(CNC(=O)C2CCCN(S(=O)(=O)c3c(C)[nH]c(=O)[nH]c3=O)C2)cc1 (configuration not stated)	1	33	/	-9	0.9
54	O=C(NCc1cccnc1)C1CCC(CNS(=O)(=O)c2cccc3nsnc23)CC1 (configuration not stated)	-1	25	0.1	-7	-2.9
55	CC(C)(C)C1CCC(OC(=O)C[N+]2(C)CCCC2)CC1 (configuration not stated)	1	1	/	1	-3.6
56	CCOC(=O)C1=C(c2ccccc2)NC(=O)NC1c1ccc(OC)cc1 (configuration not stated)	2	39	/	-7	-1.8

#	BoNT-F LC inh	GDH-TPI counter	UGM FP inh	MazF activator	CCHF vOTU inh
49	6	9	2.0	-1	16
50	6	3	-1.7	-1	-9
51	0	-4	1.0	-2	-7
52	-6	4	2.6	1	-5
53	-6	-4	-0.5	9	4
54	1	10	1.0	11	6
55	-7	0	0.2	9	-5
56	-1	-5	0.7	-17	-5

Complete entries from above. Screens in order: Mtb FBA inh	VHR inh abs	Mtb BioA inh	Rv3671c protease	FadD28 binding	BoNT-F LC inh	GDH-TPI counter	UGM FP inh	MazF activator	CCHF vOTU inh
CC(C)(C)C1CCC(OC(=O)C[N+]2(C)CCCC2)CC1 (configuration not stated) reads 1	1	/	1	-3.6	-7	0	0.2	9	-5
O=C(NCc1cccc(Cl)c1)c1ccc(S(=O)(=O)Nc2cccc(C(F)(F)F)c2)cc1 reads -2	-7	3.1	-84	-4.0	6	9	2.0	-1	16
O=C(CCCN1C(=O)CCC1=O)Nc1ccc(Br)cc1F reads -6	35	-1.0	0	-3.7	0	-4	1.0	-2	-7
Cc1ccc(CNC(=O)C2CCCN(S(=O)(=O)c3c(C)[nH]c(=O)[nH]c3=O)C2)cc1 (configuration not stated) reads 1	33	/	-9	0.9	-6	-4	-0.5	9	4
CSCCC(NC(=O)COc1ccccc1)C(=O)OCC(=O)c1cc2ccccc2o1 (configuration not stated) reads 3	19	11	-7	-0.9	6	3	-1.7	-1	-9
